Source: PubChem BioAssay (several laboratories)
SUMO1 PPI mod – modulators of SUMO1 protein-protein interactions, primary screen, biochemical, uHTS | actives 0.33% (n = 360,000) | AID 602429, 2012 | Small ubiquitin-related modifier 1 (Homo sapiens), P63165 | inhibition, % at 20 µM | SUMO1 binding to a labelled peptide, TR-FRET, 1 h; in the data active = inhibition above about 37%
STEP inh – STEP phosphatase inhibitors, primary screen, biochemical, fluorescence intensity, uHTS. recombinant STEP, OMFP fluorogenic substrate. inhibition, % at 20 µM. actives 0.25% (n = 360,000);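 active = inhibition at 20 µM, scaled per plate between control wells, above about 37%, limit read from the data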;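 note: 0% = DMSO with enzyme and substrate and 100% = substrate only without enzyme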
Target sequence (P54829 whole entry, looked up): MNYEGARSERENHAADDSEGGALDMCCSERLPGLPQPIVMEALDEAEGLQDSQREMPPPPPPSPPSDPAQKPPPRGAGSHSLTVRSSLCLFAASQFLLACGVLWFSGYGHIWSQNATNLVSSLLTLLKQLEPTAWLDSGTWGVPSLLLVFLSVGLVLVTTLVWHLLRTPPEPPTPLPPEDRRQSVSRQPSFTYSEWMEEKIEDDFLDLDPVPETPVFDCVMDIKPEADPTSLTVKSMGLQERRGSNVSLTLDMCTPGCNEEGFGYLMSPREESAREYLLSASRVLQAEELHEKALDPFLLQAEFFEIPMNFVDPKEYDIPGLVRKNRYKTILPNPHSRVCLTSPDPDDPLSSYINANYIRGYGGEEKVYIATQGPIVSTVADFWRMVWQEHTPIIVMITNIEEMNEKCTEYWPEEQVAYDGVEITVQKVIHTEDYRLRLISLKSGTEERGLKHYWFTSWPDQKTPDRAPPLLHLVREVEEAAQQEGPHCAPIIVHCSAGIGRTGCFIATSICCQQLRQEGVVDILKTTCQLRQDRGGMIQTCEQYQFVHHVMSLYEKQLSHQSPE
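System: STEP phosphatase, cell-free reaction; Buffer or medium: Bis-Tris pH 6.0 buffer with DTT, detergent; Incubation: 20 min at room temperature, dark; Measured by: fluorescence, 480/540 nm.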
CSN deneddyl inh – inhibitors of CSN-mediated cullin deneddylation, primary screen, biochemical, fluorescence polarization, uHTS; COP9 signalosome complex subunit 5 (Homo sapiens), Q92905; Purified CSN, SCF-Nedd8-OG deneddylation; inhibition, % at 12.5 µM; actives 0.38% (n = 360,000);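 active = pattern-corrected inhibition above about 35%, with an unprinted fluorescence ratio check between 0.5 and 1.5, limit read from the data, passing the limit was not always enough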;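 note: 0% = enzyme with substrate and 100% = substrate without enzyme; some results filed as inactive read as strong as hits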
Target sequence (Q92905 whole entry, looked up, one chain of several): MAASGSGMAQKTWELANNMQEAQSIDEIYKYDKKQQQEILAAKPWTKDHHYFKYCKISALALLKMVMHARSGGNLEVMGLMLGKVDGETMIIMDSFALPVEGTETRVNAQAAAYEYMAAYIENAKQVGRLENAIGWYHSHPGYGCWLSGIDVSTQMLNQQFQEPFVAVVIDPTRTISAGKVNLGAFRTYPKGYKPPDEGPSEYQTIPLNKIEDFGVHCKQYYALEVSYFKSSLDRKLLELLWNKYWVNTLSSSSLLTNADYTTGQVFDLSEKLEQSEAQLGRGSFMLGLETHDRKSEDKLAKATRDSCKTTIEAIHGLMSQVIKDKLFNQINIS
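Schedule: reaction 90 min, room temperature / Assay system: HEK293T-derived human Csn5 enzyme / Input: Csn5 at 0.24 nM final / Measure: inhibition of Csn5 cleavage, % / Control set: substrate-only high control, full reaction low control / Technique: fluorescence polarization of the substrate / Buffer or medium: Tris/NaCl/DTT buffer, pH 7.5 / Reagent: SCFSkp2-Nedd8OG substrate at 10 nM final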
Tb MetRS inh – T. brucei MetRS inhibitors, primary screen, biochemical, luminescence | methionyl-tRNA synthetase (Trypanosoma brucei brucei) | purified T. brucei MetRS, ATP depletion, Kinase-Glo luminescence | inhibition, % at 11.9 µM | actives 0.4% (n = 360,000);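 active = inhibition above a per-plate cutoff of the control wells' mean inhibition plus 3 SD, cut at about 5.5% in these data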;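 note: 0% = DMSO wells median and 100% = median of wells with control inhibitor compound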
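Measured by: Kinase-Glo luciferase luminescence reporting remaining unconsumed ATP. Material: purified T. brucei MetRS enzyme. Doses: 11.9 µM compound single dose, 0.9% DMSO. Medium: HEPES buffer containing pyrophosphatase, BSA, spermine, DTT. Times: 15 min preincubation, 2 h reaction, all 25 °C. Reagent: methionine, ATP and bulk E. coli tRNA.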
LMPTP block – LMPTP phosphatase inhibitors, primary screen, biochemical, fluorescence intensity, uHTS; Low molecular weight phosphotyrosine protein phosphatase (Homo sapiens), P24666; recombinant LMPTP-A, OMFP fluorogenic substrate; inhibition, % at 20 µM; actives 0.22% (n = 360,000);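 active = compounds that cut the enzyme signal by at least half of the control window in the single-dose screen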;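 note: plate controls were DMSO wells with enzyme plus substrate for no effect and substrate without enzyme for full effect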
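Assay system: LMPTP-A enzyme. Input: 0.625 nM LMPTP-A final. Probe or stimulus: 400 µM OMFP. Compound dosing: single 20 µM dose. Schedule: 50 min dark incubation at room temperature. Detection: fluorescence intensity of OMFP turnover product. Read-out: percent inhibition versus substrate-only and uninhibited controls. Benchmarks: no-enzyme low control, uninhibited high control.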
MsrA inhibitor – bovine MsrA enzyme inhibitors, primary screen, biochemical, absorbance, HTS. Methionine sulfoxide reductase A (Bos taurus). purified bovine MsrA, absorbance read-out. inhibition, % at 15.5 µM. actives 0.75% (n = 360,000); in the data active = inhibition above about 4.5%;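 note: 0% = vehicle wells with enzyme and 100% = reference inhibitor wells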
Rpn11 block – Rpn11 (PSMD14) deubiquitinase inhibitors, primary screen, biochemical, fluorescence polarization, uHTS; AID 588493, 2011; human 26S proteasome, Ub4-pepOG fluorescence polarization; 20S core pre-blocked with epoxomicin; calls only at 20 µM; actives 0.59% (n = 360,000);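 active = inhibition at 20 µM, scaled to each plate's controls, above about 33%, limit read from the data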
NadD inh – inhibitors of S. aureus NadD, primary screen, biochemical, colorimetric, uHTS | actives 0.78% (n = 360,000) | Nicotinate-nucleotide adenylyltransferase NadD (Staphylococcus aureus N315) | inhibition, % at 20 µM | AID 602399, 2012 | purified NadD enzyme, colorimetric absorbance read-out; in the data active = inhibition above about 26%; note: some compounds past the cut are filed as inactive
Scp-1 inhibitor – Scp-1 phosphatase inhibitors, primary screen, biochemical, colorimetric, uHTS; Carboxy-terminal domain RNA polymerase II polypeptide A small phosphatase 1 (Homo …; Recombinant Scp1, phosphopeptide, malachite green phosphate absorbance; inhibition, % at 20 µM; actives 0.88% (n = 340,000); AID 493091, 2011;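 active = inhibition above about 50% at 20 µM, limit read from the data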;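 note: plate controls were DMSO wells with enzyme for no effect and wells lacking enzyme for full effect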
Target sequence (Q9GZU7 76-261 limits assumed): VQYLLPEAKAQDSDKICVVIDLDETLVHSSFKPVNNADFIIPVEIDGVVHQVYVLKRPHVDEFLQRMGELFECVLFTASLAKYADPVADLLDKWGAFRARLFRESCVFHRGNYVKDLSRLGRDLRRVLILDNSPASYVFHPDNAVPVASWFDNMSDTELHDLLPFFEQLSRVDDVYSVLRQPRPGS
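Test system: SCP-1 phosphatase catalytic domain, residues 76-261 | Compound dosing: One concentration, 20 µM, with 1.0% DMSO | Schedule: 45 min room-temperature reaction, 5 min colour, 30 min stabiliser | Detection: Absorbance at 630 nm | Read-out basis: % inhibition of SCP-1 phosphate liberation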
DNMT1 inh – human DNMT1 methyltransferase inhibitors, primary screen, biochemical, molecular beacon, fluorescence, HinP1I cleavage, uHTS; actives 0.83% (n = 360,000); inhibition (reported as % activation of signal), % at 10 µM; DNA (cytosine-5)-methyltransferase 1 (Homo sapiens), P26358; in the data active = inhibition above about 50%
Numbers without * were called inactive; i = inactive; . = not tested or not shown.

| Compound | SUMO1 PPI mod | STEP inh | CSN deneddyl inh | Tb MetRS inh | LMPTP block | MsrA inhibitor | Rpn11 block | NadD inh | Scp-1 inhibitor | DNMT1 inh |
| --- | --- | --- | --- | --- | --- | --- | --- | --- | --- | --- |
| CCC(C)[C@H](NC(=O)N1CCn2c1nc1ccccc12)C(=O)NCC1CCCO1 (some centres not stated) | -0.7 | -0.9 | 1.0 | -0.1 | 0.3 | 0.2 | i | -1.5 | 7.7 | 1.4 |
| OC(CNC1CCCCCC1)COc1cccc2ccccc12 (configuration not stated) | 0.8 | 0.5 | -1.3 | -1.0 | 0.5 | 1.5 | i | -2.8 | 4.5 | -3.7 |
| Cn1c(C(=O)O)c(CC(=O)N2CCC(Cc3ccccc3)CC2)c2ccccc21 | 9.8 | -1.3 | -2.5 | 1.5 | 0.2 | 1.1 | i | 7.4 | -2.1 | -2.9 |
| COc1ccc(NC(=O)CCNC(=O)N2CC(=O)Nc3ccccc32)c(OC)c1 | 7.9 | 0.8 | 0.5 | -0.3 | -1.0 | -1.5 | i | 2.7 | -1.7 | 2.8 |
| CCCCn1c(N)c(N(CCOC)C(=O)CCN2C(=O)C3CC=CCC3C2=O)c(=O)[nH]c1=O (configuration not stated) | 0.7 | 4.3 | -9.0 | -0.2 | -1.9 | -0.4 | i | -8.4 | -10.4 | 0.1 |
| CC(C)[C@H](NC(=O)c1ccccc1)C(=O)NC1=NCCS1 | 1.8 | -4.2 | 0.9 | 0.2 | -0.6 | -1.0 | i | -0.7 | 0.0 | -1.6 |
| COc1ccc(CC(=O)NCCc2cnc[nH]2)cc1 | -0.6 | -1.6 | 3.3 | -0.7 | 1.6 | 0.3 | i | -4.4 | 9.0 | 2.8 |
| COc1ccc(C(C)C)cc1S(=O)(=O)N1CC(C)OC(C)C1 (configuration not stated) | 3.1 | -2.5 | 4.5 | -0.4 | -1.6 | 0.4 | i | -1.1 | -8.9 | 3.2 |
| COc1ccc(C(=O)OCC(=O)Nc2ccc(F)c(F)c2)cc1OC | 1.7 | 2.9 | 2.9 | -1.0 | -0.7 | -0.8 | i | -4.9 | -12.1 | 2.0 |
| Cc1ccc(C2=NOC(=O)/C2=C\C=C\c2ccccc2)cc1 | 41.0* | -2.3 | 35.1* | -0.5 | 1.9 | -1.1 | i | 25.9* | -9.7 | 27.8 |
| CN(C(=O)COC(=O)c1ccc(S(=O)(=O)N2CCCC2)cc1)c1ccccc1 | -1.6 | 0.2 | -3.3 | -1.1 | -1.6 | 1.0 | . | -8.9 | -4.7 | -2.5 |
| CC(NC(N)=O)C(=O)NCC(=O)OCc1ccccc1 (configuration not stated) | 2.6 | 1.4 | -0.6 | 0.7 | -1.6 | 0.7 | i | -3.9 | -8.3 | 0.7 |
| COc1cc(/C=N/NC(=O)CN(Cc2ccccc2)S(=O)(=O)c2ccc3c(c2)OCCO3)ccc1O | 20.6 | -3.5 | 1.9 | 0.3 | 0.0 | 1.4 | i | 14.9 | -3.9 | -6.0 |
| O=C(NCc1ccco1)c1nn2cccnc2c1Cl | -1.7 | -3.3 | -0.8 | -0.3 | -1.2 | 0.6 | i | 0.8 | -16.3 | -0.2 |
| CCOc1ccc(Nc2nc(NCc3ccco3)nc(N)c2[N+](=O)[O-])cc1 | -12.8 | 0.1 | -5.3 | -0.1 | 0.8 | 0.0 | i | 2.1 | 7.4 | 9.9 |
| C/C(=C\C(=S)Nc1ccccc1)Nc1ccc2ccccc2c1 | -11.5 | 1.3 | 4.8 | 0.4 | 1.6 | 1.1 | i | 2.5 | -7.3 | -36.5 |
| COC(=O)NNC(=O)COc1cc(C)ccc1C | -2.5 | 0.6 | -10.2 | -0.7 | -0.2 | -0.5 | i | -1.4 | 1.3 | -3.4 |
| Cc1nn(C(=O)/C(C#N)=C/N(C)C)c(C)c1C | 2.3 | 5.2 | 1.7 | -0.5 | -0.9 | 0.1 | i | -21.1 | 4.3 | 4.7 |
| Cc1nc(C)n(C(C)CC(=O)O)n1 (configuration not stated) | -0.4 | -5.6 | 0.8 | -1.0 | 1.6 | 1.0 | i | -2.8 | 22.2 | 6.2 |
| COc1ccc(C2C(C(=O)c3ccco3)=C(O)C(=O)N2CCN2CCOCC2)c(OC)c1 (configuration not stated) | -6.7 | 0.9 | 2.9 | 0.3 | 0.4 | 1.3 | i | -1.3 | 7.5 | -2.6 |
| CC(C)c1ccc(CN2CC(C(=O)O)CC2=O)cc1 (configuration not stated) | 5.0 | 5.8 | 0.6 | -0.1 | -1.4 | -0.1 | i | -1.9 | 5.9 | 6.1 |
| Cc1[nH]c2ccc(F)cc2c(=O)c1SC(F)(F)C(F)F | -2.0 | 2.9 | -5.6 | 2.8 | -0.5 | 1.9 | i | -5.4 | -7.7 | 2.2 |
| Cn1c(=O)c2c(nc(C3CC4C5CCC(C5)C4C3)n2C)n(C)c1=O (configuration not stated) | -0.9 | -1.1 | -0.9 | 0.3 | -0.7 | -0.5 | i | 1.9 | 7.1 | 3.4 |
| COc1ccc(OC)c(S(=O)(=O)N2CCN(C(=O)c3cc(C4CC4)nn3-c3ccccc3)CC2)c1 | -1.4 | 4.8 | -2.4 | -0.2 | 1.1 | -0.2 | i | -7.4 | -5.0 | -3.5 |
| CCCn1c(=O)c(C(=O)NCc2cccnc2)c(O)c2ccccc21 | -0.6 | 3.3 | -2.1 | -0.7 | 1.4 | 2.0 | i | 16.3 | -5.2 | 7.1 |

(further entries)
| Compound | SUMO1 PPI mod | STEP inh | CSN deneddyl inh | Tb MetRS inh | LMPTP block | MsrA inhibitor | Rpn11 block | NadD inh | Scp-1 inhibitor | DNMT1 inh |
| --- | --- | --- | --- | --- | --- | --- | --- | --- | --- | --- |
| COc1ccc(C(=O)OCCN2CCOCC2)cc1OC | -0.2 | 0.8 | -2.1 | -0.8 | -1.0 | -0.4 | i | -8.5 | -11.9 | 0.8 |
| O=C1C(=Cc2ccccc2O)SC(=S)N1CCCN1CCOCC1 | -31.3 | 11.5 | 9.5 | 0.5 | -4.2 | 0.0 | i | -0.5 | . | -5.9 |
| O=CN1CCN(C(=O)CC(c2ccccc2)c2cc(Br)ccc2O)CC1 (configuration not stated) | 3.6 | -1.2 | 3.1 | -1.4 | -0.1 | -0.5 | i | -3.5 | 0.4 | 0.9 |
| Cc1ccc(NC(=O)CN(C)C(=O)CSc2nc3ccccc3o2)cc1 | 0.8 | 0.7 | -4.3 | -0.6 | -1.1 | 0.2 | i | -6.3 | -15.9 | 1.5 |
| Cn1nc(NC(=O)C(F)(F)F)c2ncc(-c3ccc(Cl)cc3)nc21 | -10.3 | 0.8 | -0.9 | 0.4 | 0.8 | 2.4 | i | -0.5 | -1.3 | -0.9 |
| Oc1ccc(N=Cc2ccc(O)c(O)c2)cc1 | 50.8* | 9.5 | 12.2 | 1.4 | 14.1 | . | i | 28.8 | 3.2 | 65.4* |
| COc1cccc(C(C)(O)c2nc(-c3cc4ccccc4o3)cs2)c1 (configuration not stated) | -3.9 | -6.1 | -1.1 | -0.2 | 0.7 | -0.5 | i | -11.5 | . | 8.8 |
| COc1ccc(N2CC(C(=O)NCc3ccco3)CC2=O)cc1 (configuration not stated) | -0.3 | -0.6 | 3.9 | -0.1 | 0.8 | 0.8 | i | 0.2 | 7.2 | -4.5 |
| Cc1ccc(S(=O)(=O)Nc2cccc(C(=O)NC3CCN(Cc4ccccc4)CC3)c2)cc1F | 0.6 | -2.4 | -0.2 | -0.7 | 0.8 | -0.4 | i | 2.2 | 3.9 | -1.1 |
| O=C(O)COc1ccc(/C=N/NC(=O)Cc2ccc(Cl)cc2)cc1 | -6.3 | -2.8 | 0.8 | -0.6 | -2.4 | 1.7 | i | -4.4 | 2.5 | -1.4 |
| O=C(NCc1ccc(Cl)cc1)C1CCC(CNS(=O)(=O)c2ccccc2)CC1 (configuration not stated) | -3.4 | -0.1 | 3.1 | -0.2 | 2.7 | . | i | -6.6 | -7.7 | 3.9 |
| COc1cccc(NC(=O)n2nc(N)cc2-c2ccc(Cl)cc2)c1 | 0.3 | 1.4 | -3.6 | 0.0 | 1.2 | -0.7 | i | 1.7 | -14.6 | -8.7 |
| Cc1ccc2c(c1)N(CC(=O)N1CCCCCC1)C(=O)CO2 | 3.5 | -0.4 | -1.9 | 0.3 | 0.5 | -0.4 | i | 1.4 | -5.6 | -0.7 |
| CC1CCC2(CC1)NC(=O)N(Cc1nc(-c3ccccc3)no1)C2=O (configuration not stated) | -0.2 | -0.6 | 0.9 | 0.2 | -0.1 | -1.0 | i | -0.2 | 0.2 | -0.7 |
| CCC(=O)Nn1c(C)nnc1C | 1.5 | 1.0 | -1.6 | -1.7 | -0.6 | -0.6 | i | 5.1 | -0.6 | -5.5 |
| Cc1c(NC(=O)C(C)OC(=O)c2cc(Cl)ccc2O)c(=O)n(-c2ccccc2)n1C (configuration not stated) | 0.5 | -0.3 | -5.6 | 0.0 | -0.6 | 0.4 | i | 4.0 | -13.1 | 0.0 |
| COc1ccc(C(=S)N2CCN(c3cccc(Cl)c3)CC2)c(OC)c1 | 4.4 | 3.8 | 8.1 | -0.3 | 2.4 | 1.3 | i | -10.7 | 4.6 | -3.9 |
| CCC(/C=N/NC(=O)C1COc2ccccc2O1)CC (configuration not stated) | -2.6 | 3.2 | 2.4 | -1.4 | -0.4 | 1.1 | i | 0.2 | 2.4 | 21.7 |
| Cc1ccc(NS(=O)(=O)c2ccc3[nH]c(=O)oc3c2)c(C)c1 | 3.2 | -2.5 | -3.3 | 0.8 | 0.4 | -0.6 | i | 5.0 | -8.6 | -4.7 |
| Cc1ccc(S(=O)(=O)c2nc(-c3cccs3)oc2N2CCC(C(N)=O)CC2)cc1 | -9.9 | -2.6 | -1.8 | 0.3 | -0.7 | 0.1 | i | 2.3 | -3.9 | -6.1 |
